# Screening data deposited in PubChem by several laboratories.
# MOR-DOR ag – agonists of human mu-delta opioid receptor heterodimerization; 340,000 compounds, 0.3% hits; activation, % at 9.3 µM; cells, OPRM1-OPRD1 heterodimerization, luminescence; in the data active = activation above about 18%;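 also: 0% = vehicle-treated cells and 100% = reference agonist; values of inactives mirror those of a sister screen read the other way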
# Target sequence (P35372 whole entry, looked up): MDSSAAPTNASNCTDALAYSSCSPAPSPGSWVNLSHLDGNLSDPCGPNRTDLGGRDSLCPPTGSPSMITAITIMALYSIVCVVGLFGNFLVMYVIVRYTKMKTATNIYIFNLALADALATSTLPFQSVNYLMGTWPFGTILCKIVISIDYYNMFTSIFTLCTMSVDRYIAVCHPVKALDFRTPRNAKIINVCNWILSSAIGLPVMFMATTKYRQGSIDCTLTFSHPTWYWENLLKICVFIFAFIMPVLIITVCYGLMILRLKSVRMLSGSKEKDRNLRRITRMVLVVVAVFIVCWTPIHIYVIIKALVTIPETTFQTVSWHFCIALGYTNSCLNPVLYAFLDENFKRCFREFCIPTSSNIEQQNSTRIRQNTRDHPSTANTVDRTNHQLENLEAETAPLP
# Target sequence (P41143 whole entry, looked up): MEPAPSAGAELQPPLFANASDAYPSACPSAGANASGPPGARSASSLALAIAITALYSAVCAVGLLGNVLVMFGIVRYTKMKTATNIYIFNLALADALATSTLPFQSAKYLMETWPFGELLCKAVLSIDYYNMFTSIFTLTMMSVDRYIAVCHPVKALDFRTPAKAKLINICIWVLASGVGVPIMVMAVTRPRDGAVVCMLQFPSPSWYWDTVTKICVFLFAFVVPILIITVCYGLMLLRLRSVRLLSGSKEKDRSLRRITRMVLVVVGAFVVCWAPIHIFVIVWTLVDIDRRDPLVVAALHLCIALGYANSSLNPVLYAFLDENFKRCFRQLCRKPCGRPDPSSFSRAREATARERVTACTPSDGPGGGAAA
# Pemphigus Ab inh – inhibitors of pemphigus antibody binding to human desmoglein-3. P32926. DSG3-coupled beads, scFv-anti-DSG3-GFP binding, flow cytometry; hits give low values. binding (percent of control), % at 10 µM. 310,000 compounds, 0.48% hits. AID 588358;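 active = binding more than 3 SD below its plate's average and above zero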;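 also: hits lower antibody fragment binding to DSG3; some compounds called inactive have numbers as strong as hits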
# Arrestin-AP2 inh – inhibitors of human beta-arrestin and AP2 interaction. FITC-arrestin peptide / GST-AP2 beads, flow cytometry; AP2 beta2 appendage carries R879A mutation. inhibition, % at 10 µM. 340,000 compounds, 0.31% hits;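 active = inhibition above a set limit, near 3 SD of compounds lacking own fluorescence, cut at about 54% in these data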;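 also: plate controls were DMSO wells for no effect and 5 µM unlabelled arrestin peptide for full effect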
#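 System: GST-AP2 R879A glutathione beads | Also added: FITC-arrestin peptide, 50 nM | Times: 12 min plus 1 h, RT | Signal: Bead flow cytometry, FITC channel | Buffer or medium: PBS with 0.05% Tween 20 and 0.1% BSA | Read-out basis: Percent drop in bead-associated FITC signal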
# HTR5A ag ctr – HTR5A agonism, opioid heterodimer counter-screen; AID 504692; HTR5A agonist assay, luminescence, cell-based; 340,000 compounds, 0.61% hits; activation, % at 9.3 µM; P47898; in the data active = activation mostly above about 9.5%, no sharp cut-off; inactive = mostly below about 7.6%;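 also: 0% = cells with vehicle only and 100% = reference agonist; strong numbers were not always called active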
# DAGLB inhibitor – diacylglycerol lipase beta (human) inhibition. HEK293T DAGLB membrane lysate, EnzChek fluorogenic substrate. 340,000 compounds, 0.059% hits. inhibition, % at 5.17 µM; in the data active = inhibition above about 34%;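 also: 0% = enzyme with vehicle and 100% = wells lacking enzyme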
# HTR5A inv ctr – inverse agonist of human HTR5A in OPRM1-OPRD1 counter-screen; P47898; HTR5A cell line, luminescence, inverse agonism; inhibition, % at 9.3 µM; 340,000 compounds, 0.083% hits; AID 504634; in the data active = inhibition mostly above about 23%, no sharp cut-off; inactive = mostly below about 18%;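 also: 0% = cells with DMSO and 100% = no-cell wells with DMSO; some compounds called inactive have numbers as strong as hits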
# PKA-R1A act – activators of PKA-R1A complex | PKA-R1A dissociation, Cy5-IP20 fluorescence polarization; scaled: DMSO 0%, 113 µM cGMP 100% | AID 504707 | activation, % at 11.4 µM | 340,000 compounds, 0.083% hits | P00514+P68181;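 active = percent activation above the mean of all tested compounds plus 3 SD, cut at about 19% in these data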;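 also: higher means more PKAc released from R1A so a rise in polarization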
# OPRM1-OPRD1 inv – inverse agonists of human mu-delta opioid receptor heterodimerization; P35372+P41143; cell-based MOR-DOR heterodimer luminescence, inverse agonism; inhibition, % at 9.3 µM; 340,000 compounds, 0.21% hits; AID 504357; in the data active = inhibition above about 22%, passing the limit was not always enough;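 also: 0% = cells with DMSO and 100% = wells without cells with DMSO; values of inactives mirror those of a sister screen read the other way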
# V-ATPase pHluor – regulators of yeast V-ATPase proton transport; S. cerevisiae, pHLuorin cytosolic pH fluorescence; response, % at 10 µM; 350,000 compounds, 0.37% hits; AID 504577; in the data active = response mostly above about 7.3%, no sharp cut-off; inactive = mostly below about 5.4%; also: actives read high; inactives centre near 0; some compounds called inactive have numbers as strong as hits; reference of the scale not given here
# PKA-R2B act – activates the human PKA-R2B holoenzyme complex; P22694+P31323; PKA-R2B holoenzyme dissociation, Cy5-IP20 fluorescence polarization; R2B truncated from residue 108, S112A mutant; 0% DMSO only, 100% 113 µM cGMP; activation, % at 11.4 µM; 340,000 compounds, 0.079% hits; AID 504700;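 active = activation above a cutoff set at the mean over all compounds plus 3 SD, cut at about 18% in these data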;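 also: higher means more holoenzyme dissociation and a rise in polarization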
# Active calls of the source: *; . = not tested or not shown.
SMILES	DAGLB inhibitor	Arrestin-AP2 inh	HTR5A ag ctr	HTR5A inv ctr	V-ATPase pHluor	PKA-R2B act	OPRM1-OPRD1 inv	PKA-R1A act	Pemphigus Ab inh	MOR-DOR ag
CN1C(=O)C(C)(C)N(C(=O)c2cccc([N+](=O)[O-])c2)c2ccccc21	-3	8	4	-9	-2	2	6	-8	109	-1.1
COc1ccccc1C(=O)Oc1ccc(C(C)(C)C)cc1	-8	8	-3	-7	4	-7	-20	-6	108	3.6
COc1cccc(CNC(=O)CCCN2C(=O)C(c3ccccc3)Oc3cccnc32)c1OC (stereo not drawn)	-4	-14	0	-1	1	-7	15	-10	102	-2.9
Cn1nc(C(=O)NCc2ccccn2)c2ccccc2c1=O	2	18	0	-9	1	0	17	0	105	-2.8
Cc1cc(C)c2nc(Cl)c(CN(Cc3ccco3)C(=O)Nc3ccccc3C)cc2c1	-12	-3	-1	5	-4	2	-2	-5	100	0.3
Nc1n[nH]c(=S)n1/N=C1/C(=O)Nc2ccccc21	0	5	-1	3	1	-2	7	2	97	-1.4
COC(=O)c1ccc(CNC(=O)Cn2cnc3c(NCc4ccccc4)ncnc32)cc1	-2	12	.	.	1	1	.	1	98	.
Cc1ccc(CN2CCNC(=O)C2CC(=O)NCCCn2nnc3ccccc32)cc1 (stereo not drawn)	1	.	.	.	.	-7	.	-9	100	.
CC1CCc2c(sc3nc(SCC(=O)O)n(-c4ccccc4)c(=O)c23)C1 (stereo not drawn)	4	-9	-2	7	-1	-10	8	1	99	-1.4
COc1ccc(-c2nc3ccccc3n2Cc2ccccc2)cc1	-4	10	2	-5	0	5	9	-2	101	-1.7
CCC(CC)C(=O)NCCCN1CCOCC1	2	11	2	10	-3	5	0	2	103	0.1
CCCCN(CC)S(=O)(=O)c1ccc(C(=O)N(CCCN(C)C)c2nc3cc(C)cc(C)c3s2)cc1	-3	-5	-1	2	-5	-3	-32	-2	89	4.9
COc1ccc(OC)c(-c2cc(C(=O)Nc3c(C)nn(Cc4ccccc4Cl)c3C)no2)c1	-1	2	5	-22	1	-6	10	9	97	-1.9
C=C(CCO)C1=CCN(S(=O)C(C)(C)C)[C@@H]1CCO (stereo partly drawn)	-2	11	-2	8	-4	-7	10	-8	118	-2.0
O=C(Nc1ccc(S(=O)(=O)N2CCOCC2)cc1)C1CC(=O)N(c2ccc(F)cc2)C1 (stereo not drawn)	0	-6	3	-9	-2	-5	9	-9	105	-1.8
O=C(CCc1ccccc1)NC1(Cc2ccccc2)CCN(CCc2cccs2)C1=O (stereo not drawn)	-7	0	-4	12	0	-3	-95	-4	100	18
O=CNCc1nc2ccccc2n1CCc1ccccc1	0	-6	4	-11	-1	6	9	-6	111	-1.9
COc1ccccc1-c1oc2ccccc2c1C#CCCO	-5	-8	3	-8	-2	-6	2	-24	98	-0.3
O=C(Nc1nc(-c2ccc(F)cc2)cs1)c1cccc(N2C(=O)CCC2=O)c1	-1	-7	4	21	4	-12	2	-3	114	-0.4
Cc1oc(-c2ccccc2)nc1C(=O)OCC(=O)NC(C)c1ccccc1 (stereo not drawn)	-3	-7	2	-5	2	-6	15	6	97	-3.7
O=C(COC(=O)c1cc(S(=O)(=O)N2CCOCC2)ccc1Cl)Nc1ccccc1Cl	0	-6	4	-2	1	1	2	5	101	-0.3
COc1ccccc1C(=O)N/N=C(\C)c1ccc(NC(=O)C2CC2)cc1	-3	0	1	-40	2	-3	5	9	2.4*	-0.8
Cc1ccc(-n2c(CNc3cccc(Cl)c3)n[nH]c2=S)cc1	15	0	-1	17	-1	-6	-15	-11	88	2.4
CC(C)[C@H](NC(=O)NC1CCN(Cc2ccccc2)CC1)C(=O)O	-2	-14	-1	2	-4	-13	16	7	92	-3.1
Cc1nn(C)cc1CNCc1c(C(=O)N2CCCCC2)nc2c(C)cccn12	-1	-11	-3	9	3	-5	12	-5	100	-2.3
COCc1cc(Sc2c(Cl)cccc2Cl)nc(-c2ccccc2)n1	-17	-6	-1	2	1	-7	5	2	103	-0.8
CC(=O)Oc1ccc(OC(C)=O)c2c1C1C=CC2CC1	-1	9	-1	3	-4	-18	13	-1	100	-2.9
CN(C)c1ccc(CNC(=O)CCS(=O)(=O)c2ccc3c(c2)oc(=O)n3C)cc1	2	-10	-1	-11	1	1	11	2	100	-2.2
CCC(=O)Nc1ccc(S(=O)(=O)NCc2ccco2)cc1	3	-4	1	-2	3	2	13	4	98	-3.0
CN1CCN(S(=O)(=O)c2ccc(N)cc2)CC1	-1	3	1	-2	-4	-9	10	-1	109	-1.9
COc1cnc(-c2ccccc2)nc1Oc1ccc(C(C)(C)C)cc1	-13	-1	-2	7	0	-8	6	-5	100	-1.3
CCOC(=O)C1=C(C)NC(=O)NC1c1ccc(F)cc1 (stereo not drawn)	-1	3	0	1	0	-9	20	8	82	-3.1
Cc1[nH]c(=O)cc2ccccc12	-2	-12	-5	13	-2	7	0	-8	78	0.1
COc1ccc(C(=O)Nc2ccc(C(=O)NCC3CCCO3)cc2)c(OC)c1OC (stereo not drawn)	-1	4	1	-2	0	-3	16	-2	112	-3.1
CCC(C)n1cnc2c(c1=O)c1nc3ccccc3nc1n2Cc1ccc(OC)cc1 (stereo not drawn)	0	20	1	4	0	6	-2	0	78	0.4
O=C(NCC1CC1)c1ccc(Oc2cc(Cl)cc(Cl)c2)o1	-4	6	0	3	4	-12	1	5	114	-0.2
CCOC(=O)N1CCN(S(=O)(=O)c2ccc(C(=O)N(CCN(C)C)c3nc4ccc(CC)cc4s3)cc2)CC1	2	-4	1	-12	6	-14	2	-12	105	-0.4
O=C(Nc1ccccc1)C1CCN(C(=O)c2ccc([N+](=O)[O-])cc2)CC1	0	0	3	13	-2	-5	5	-4	87	-0.9
C=CCN1C(=O)C(CC(=O)NCC)SC1=Nc1ccc(S(N)(=O)=O)cc1 (stereo not drawn)	0	-5	-2	-39	3	3	6	-1	.	-1.4
COc1cc2cc(C(N)=O)c(N)nc2cc1OC	4	-3	-6	16	1	1	17	-3	101	-3.1
CSc1nc(-c2ccccc2)nc(N2CCCC2)c1C(C)=O	-12	1	1	10	-4	2	-12	-9	102	2.3
CC(=O)Nc1cc(C(=O)OCC(=O)c2ccc(C)cc2)ccc1C	0	0	0	-1	2	-13	-3	4	98	0.6
CCCC/C(C)=N/NC(=O)CN(c1ccc(Br)cc1)S(=O)(=O)c1ccccc1	-1	29	2	16	4	-9	12	-7	98	-2.3
COc1ccccc1NC1=C(NC(C)=O)C(=O)c2ccccc2C1=O	3	15	0	-1	-6	-5	-42	-3	107	5.7
COc1ccc(N2CCN(C(C)C(=O)N3CCc4ccccc43)CC2)cc1 (stereo not drawn)	0	11	6	-16	-3	-7	1	-4	.	-0.2
CC(=O)c1cccc(-n2nnnc2SCC(=O)NNC(=O)C2CCCCC2)c1	1	36	-6	15	-1	2	-2	5	80	0.5
CC(C)(C)N(Cc1ccccc1)C(=O)c1ccc2c(c1)OCCO2	-7	11	2	-5	1	5	13	-2	95	-2.3
O=S(=O)(NCc1ccc(Cl)cc1Cl)c1ccc(N2CCOCC2)nc1	3	7	1	-2	4	2	8	0	108	-1.6
O=C(NCCCN1CCOCC1)c1cc(-c2ccccc2)on1	1	20	-3	9	6	-6	-2	-2	100	0.4
O=C(NCc1ccc2c(c1)OCO2)C1CCCN1C(=O)Nc1cccc(F)c1 (stereo not drawn)	-1	0	-2	-4	-2	-4	7	-5	74	-1.1
CCN1CCCC(OC(=O)Nc2ccccc2)C1 (stereo not drawn)	1	-2	5	-7	-3	6	12	-2	95	-2.0
O=C(c1ccccc1)N1CCC(CC2CC(c3ccc(Cl)cc3)=NO2)(C(=O)NCC2CCCCC2)CC1 (stereo not drawn)	-1	-3	4	0	1	-15	15	2	104	-2.6
CC(=O)Nc1ccc(C2=NN(CC#N)C(=O)SC2)cc1	2	-1	2	-15	-5	7	13	-1	100	-2.2
Cc1ccc(N=C/C(C(=O)C(F)(F)F)=C(\O)c2cccs2)cc1	-5	-3	-8	7	4	-1	-3	0	115	0.4
O=C1[C@@H]2CSCN2C(=O)CN1Cc1c(F)cccc1Cl	0	-1	-3	10	-1	5	10	-1	91	-2.0
Cc1cc(C)cc(NC(=O)CN2CCN(c3ccccn3)CC2)c1	-7	36	-1	4	0	-8	9	-2	97	-1.8
C(=N\Nc1ncnc2ccccc12)/c1ccccc1	1	-11	5	-14	-2	-7	-7	-6	101	1.4
CC1=C(C(=O)OCC(C)C)C(c2ccsc2)C2=C(CCCC2=O)N1 (stereo not drawn)	-4	9	-1	16	-6	-6	10	-3	.	-1.9
O=C(NC1CCCC1)C(c1ccccn1)N(C(=O)c1csnn1)c1ccccc1Cl (stereo not drawn)	-2	31	4	-12	-2	-3	-11	-2	98	1.3
COc1cc(S(=O)(=O)Nc2cccc3cn[nH]c23)c(OC)cc1Cl	1	-12	0	8	-2	0	3	-3	90	-0.6

# Further records follow:
SMILES	DAGLB inhibitor	Arrestin-AP2 inh	HTR5A ag ctr	HTR5A inv ctr	V-ATPase pHluor	PKA-R2B act	OPRM1-OPRD1 inv	PKA-R1A act	Pemphigus Ab inh	MOR-DOR ag
CC(=O)c1ccc(NC(=O)Nc2ccc(S(=O)(=O)N3CCCC3)cc2)cc1	-1	30	3	15	1	4	4	7	109	-1.1
CC(C)C[C@@H](CNCC(=O)[C@H](C)NC(=O)c1[nH]cnc1C(=O)N[C@@H](C)CN)NC(=O)c1nc[nH]c1C(=O)N[C@@H](C)C(=O)O	-1	26	-2	6	-3	2	0	1	110	0.1
O=C(Nc1ccc2c(c1)CN(Cc1ccccc1O)CC2)C1CCCO1 (stereo not drawn)	-3	-12	2	-9	3	-2	16	-2	95	-3.1
CCn1c(-c2nn(-c3ccc(C)cc3)ccc2=O)n[nH]c1=S	1	11	-4	14	-1	-6	17	-16	100	-3.4
O=[N+]([O-])c1ccc(N2CCOCC2)cc1NCc1ccccc1	2	0	1	-1	3	-2	-6	-3	108	1.5
CCOc1ccc2[nH]cc(S(=O)(=O)c3ccc(F)cc3)c(=O)c2c1	-2	-2	8	-22	3	-7	0	15	102	0.1
CCOc1ccc(NC(=O)CSc2nnc(-c3ccoc3C)n2CC2CCCO2)cc1 (stereo not drawn)	-3	12	-3	-17	2	4	3	-8	107	-0.5

# Random draw from the library. About 2.4% of those tested had a hit in this group.
